# High-throughput results as filed in PubChem.
# LGR2 inh: inhibitors of bursicon-induced LGR2 CRE-luciferase signal, primary screen, cell-based, HEK293, CRE-luciferase reporter, bursicon stimulation; Drosophila bursicon receptor LGR2 (rickets); bursicon-stimulated, 4 h; inhibition, % at 9.99 µM; 0.35% of 380,000 active; AID 720647, 2013;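 active means drop in luminescence signal, shown as inhibition above about 50% in the replicate tests, limit read from the data, passing the limit was not always enough; inconclusive means probably only some replicates passing the limit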;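 further: agonist challenge used bursicon conditioned medium at about half maximal strength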
# PAX8 inh HTS: inhibitors of PAX8-driven TPO luciferase reporter, primary screen, RMG-I cells, single concentration | inhibition, % at 12.6 µM | 1.2% of 360,000 active | SteadyGlo, 24 h;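 active means mean replicate inhibition at least 60% with every replicate also reaching 60%; inconclusive means only one of the two criteria is met; inactive means mean below 60% and not all replicates reaching 60%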;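 further: luciferase light reporting Pax8 driven TPO promoter activity; plate controls were median of neutral control wells for no effect and mitoxantrone controls for full effect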
# Casp6 inh: human caspase-6 inhibitors, primary screen, biochemical, VEID-R110 fluorescence, single point, set 2. purified caspase-6, Z-VEID-R110 cleavage fluorescence. 0.53% of 350,000 active. P55212. inhibition, % at 12.5 µM;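 active means mean inhibition across replicates at least about 35%, with every replicate also reaching that limit, limit read from the data; inconclusive means only one of the two criteria met; inactive means neither criterion met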;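 further: 0% = median of neutral control wells and 100% = no fluorescence left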
# Target sequence (P55212 24-179 limits assumed): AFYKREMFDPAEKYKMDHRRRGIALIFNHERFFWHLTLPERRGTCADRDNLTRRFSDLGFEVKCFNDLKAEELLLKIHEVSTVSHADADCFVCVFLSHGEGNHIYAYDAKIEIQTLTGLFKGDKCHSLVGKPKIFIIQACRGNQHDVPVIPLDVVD
# Target sequence (P55212 194-293 limits assumed): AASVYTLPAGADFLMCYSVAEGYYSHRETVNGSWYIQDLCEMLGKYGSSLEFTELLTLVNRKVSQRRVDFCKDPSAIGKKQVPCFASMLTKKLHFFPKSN
# DENV2 CPE rescue: inhibitors of DENV2 cytopathic effect, primary screen, cell-based, plate reader, single concentration. DENV2-infected cells, cytopathic effect rescue. CPE inhibition, % at 9.99 µM. 1.7% of 350,000 active. AID 651640, 2012; in the data active means CPE inhibition above about 20%, passing the limit was not always enough; inconclusive means no clear call, values can overlap the other calls; tested in BHK-21 cells;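 further: 0% = median of neutral control wells and 100% = median of positive control wells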
# SIRT5 inh: SIRT5 desuccinylase inhibitors, primary screen, biochemical, fluorescence imaging, single point, set 5. inhibition, % at 15 µM. Purified SirT5, succinyl-peptide AMC, trypsin-coupled fluorescence. 1.1% of 330,000 active. NAD-dependent protein deacylase sirtuin-5, mitochondrial (Homo sapiens), Q9NXA8; in the data active means inhibition above about 15%; inconclusive means no clear call, values can overlap the other calls
# Target sequence (Q9NXA8 whole entry, looked up): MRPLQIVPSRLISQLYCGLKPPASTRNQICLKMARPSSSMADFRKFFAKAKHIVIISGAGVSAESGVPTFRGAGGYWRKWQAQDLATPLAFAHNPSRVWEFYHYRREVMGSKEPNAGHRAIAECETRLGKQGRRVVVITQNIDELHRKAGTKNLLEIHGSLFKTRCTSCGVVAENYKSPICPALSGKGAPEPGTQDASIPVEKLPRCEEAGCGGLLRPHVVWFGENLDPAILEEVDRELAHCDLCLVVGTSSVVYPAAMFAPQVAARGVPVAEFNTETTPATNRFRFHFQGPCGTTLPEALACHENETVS
# ARNT-TACC3 inh: disruptors of ARNT/TACC3 protein interaction, primary screen, biochemical, AlphaScreen, single concentration; AlphaScreen His-ARNT PAS-B/GST-TACC3 binding, luminescence; TACC3 fragment carries E629A point mutation; inhibition, % at 9.99 µM; 0.66% of 390,000 active;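 active means mean inhibition of replicates at least 50% and at least half of replicates each reaching 50%; inconclusive means half or more replicates reach 50% but mean below 50%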;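 further: 0% = complete ARNT plus TACC3 wells and 100% = ARNT alone without TACC3; many hits fall short of the cut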
# EWS-Fli inh: EWS/Fli-driven NR0B1 reporter inhibitors, primary screen, A673 cells, NR0B1 luciferase, luminescence, MLPCN library; viability-normalised; inhibition, % at 12.6 µM; 0.67% of 350,000 active;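 active means mean inhibition of at least 50% after viability correction, with every replicate also passing that limit; inconclusive means mean reaches 50% but only one of two replicates passes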;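 further: firefly luciferase signal divided by Alamar Blue viability fluorescence both relative to DMSO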
# * marks the source's active call; other numbers are inactive results; u = inconclusive; x = not tested or not shown; & = joins results of further samples.
SMILES,LGR2 inh,PAX8 inh HTS,Casp6 inh,DENV2 CPE rescue,SIRT5 inh,ARNT-TACC3 inh,EWS-Fli inh
CCN(CC)c1ccc(C(=C2C=CC(=[N+](CC)CC)C=C2)c2ccc(S(=O)(=O)O)cc2S(=O)(=O)[O-])cc1,30,43,16,-1,-7,37,-37
CCCn1c(SCC(=O)N2CCCCC2)nnc1-c1ccccn1,x,2,-3,1,-10,x,4
CCN1C(=O)c2ccccc2Sc2ccc(C(=O)NCCCN(CC(C)C)CC(C)C)cc21,5,-20,-2,2,5,-5,23
CC(=O)NC[C@H]1[C@H](c2ccc(-c3ccccc3F)cc2)[C@@H](CO)N1C(C)=O,-6,-17,3,2,-2,-6,-10
CCN1Cc2c(/C=C/c3ccccc3)nc3ccc(OC)cc3c2N(c2cccc(Cl)c2)C1,7,18,0,-2,-1,-5,u
CCN(CC)c1ccc(/C=N/NC(=O)C(O)c2ccccc2)cc1 (centres undefined),-15,-8,3,x,-3,-1,-203
Nc1ccc(-c2cc3ccccc3c(=O)o2)cc1,-13,-14,-1,67*,x,-6,64*
COc1ccc(NC(=O)N(C)C[C@H]2Oc3ccc(NS(=O)(=O)c4ccc(OC)cc4)cc3C(=O)N([C@@H](C)CO)C[C@@H]2C)cc1,-6,-24,-1,7,-1,3,2
Cc1onc(-c2ccccc2)c1C(=O)NC1CCC(C)CC1 (centres undefined),x,-12,0,1,-1,-6,13
Cc1cccc(N/N=C2/COC(C)(C)CC2=O)c1,-87,-181,-2,0,4,2,-67
CN(C)S(=O)(=O)c1ccc(N2CCCC2)c(C(=O)NNC(=O)c2ccc(F)cc2)c1,5,-2,1,u,0,-1,-1
COCCCNc1c2c3c(cccc3[nH]c1=O)C(=O)c1ccccc1-2,13,1,-36,-17,5,14,u
Cc1cccc(NC(=O)NC2CCCCCCC2)c1,-72,x,0,u,0,-1,-79
Cc1cc(C)cc(NC(=S)NC2CC3CCCC(C2)N3C2CC2)c1 (centres undefined),12,-23,x,-7,0,0,-4
CC(C)(O)C(=O)N/N=C\c1ccc(OC/C=C/c2ccccc2)cc1,-70,-174,-4,2,1,-5,x
O=C(Cc1ccccc1)N1CC(=O)N2[C@@H](CO)[C@@H](c3ccc(Br)cc3)[C@@H]2C1,0,x,1,6,0,x,5
COc1ccc(N(Cc2cc3cccc(C)c3[nH]c2=O)S(=O)(=O)c2ccc(OC)cc2)cc1,-1,3,-5,0,-2,-2,28
Cc1c(C)c2cc(Cl)c(OCC(=O)NCCCn3ccnc3)cc2oc1=O,-14,-34,-3,-4,-1,7,-9
CCCNC(=O)C1(C)CCCN(C(=O)c2ccccc2OC)C1 (centres undefined),-3,6,0,-4,x,x,-5
COc1ccc(NC(=O)Cn2nnc(C(=O)Nc3ccccc3C)c2N)cc1,1,-1,1,x,1,-9,-13
O=S1(=O)N=C(N/N=C/C=C/c2ccccc2)c2ccccc21,35,-14,x,x,x,21,x
O=C(CNC(=S)NC(=O)c1ccc(F)cc1)c1ccccc1,-17,-29,-3,u,0,-2,-26
COc1cccc(CN2[C@@H]3CNC[C@H]2C3c2ccc(-c3ccccc3C)cc2)c1 (some centres undefined),4&3,-16&-8,x,2&2,x,x,-16&1
COc1ccc(NC(=O)N(C)C[C@@H]2OCc3cn(nn3)CCCC(=O)N([C@H](C)CO)C[C@H]2C)c(OC)c1,-9&-1,-6,1&3,-5&-9,-3&2,x,6&-4
Cc1ccc(S(=O)(=O)Oc2cccc(/C=N/Nc3ccc(C(=O)O)cc3)c2)cc1,6,-64,11,-4,5,-2,-64
Cc1cc(=O)oc2cc(OCC(=O)Nc3cccnc3)ccc12,5,x,0,14,-3,-7,-2
Cn1c(=O)c2c(SCC(=O)NCc3ccco3)nc(-c3ccccc3Cl)nc2n(C)c1=O,0,x,-2,2,-3,-6,-3
Cc1cc(C)cc(NC(=O)CCCSc2nc3ccccc3[nH]2)c1,-23,10,x,x,x,-1,x
CCN(CC)c1ccc2c(Nc3ccccc3)c(C=O)c(=O)oc2c1,-15,-2,3,x,-7,-5,-17
COCCC1CCCCN1C(=O)c1ccc2nc(Cc3ccccc3F)oc2c1 (centres undefined),-63,x,4,-3,0,-4,-104
CC(=O)c1ccc2noc(-c3ccc(Cl)cc3)c2c1,-7,6,1,-1,1,1,-4
CSc1ccccc1C(=O)NCCSc1ccc(C)cc1,3,-11,1,-1,-10,x,-3
COc1ccc(/C=C(\C#N)C(=O)OCC(=O)N2CC(C)OC(C)C2)cc1 (centres undefined),5,-2,3,5,7,-5,-5
COc1ccccc1NC(=O)c1c(Br)cnn1C,4,-21,1,-3,-1,x,2
C[C@H](CO)N1C[C@H](C)[C@@H](CN(C)C(=O)Nc2ccccc2)OCCCC[C@H](C)Oc2ccc(NC(=O)Nc3ccc(F)cc3)cc2C1=O,-16,5,-1,-6,7,-2,5
COc1ccc(O)c(/C=N/Nc2nc(C)cc(-c3ccccc3)n2)c1,47,1,4,4,-5,9,-4
O=S1(=O)N[C@@H](CC2CCCCC2)COc2cc(Br)ccc21,12,19,-2,u,2,-6,24
Cc1ccc(S(=O)(=O)NCCn2nc(C)cc2C)cc1,2,-9,-3,-1,2,3,2
COCCNC(=S)N1CCN(c2cccc(C)c2C)CC1,13,-2,0,17,x,-22,-10
COc1ccccc1N(CC(O)Cn1ccnc1C)S(=O)(=O)c1ccc(C)cc1 (centres undefined),-10,-4,0,11,-3,-6,8
O=C(NCc1ccccc1)C1CCCN1S(=O)(=O)c1ccc(F)cc1 (centres undefined),x,6,1,8,-3,-2,4
C[C@]12C=CC(=O)C=C1CCC1C2CC[C@@]2(C)C1CCC21OCCO1 (some centres undefined),-10,6,1,-11,-1,1,8
COc1ccc(S(=O)(=O)N2CCOCC2)cc1NC(=O)c1ccc(Cl)cc1,-4,-4,-3,-8,-2,-6,-1
COc1ccc([C@H]2CC(=O)C=C(c3cc(F)ccc3F)C2)cc1OC,5,17,0,13,-3,5,10
COC(=O)COc1ccc(C(=O)Cn2c(NCCCO)nc3ccccc32)cc1,-15,-3,3,-3,-4,-16,1

# Part of the list above, with tabs.
Molecule	LGR2 inh	PAX8 inh HTS	Casp6 inh	DENV2 CPE rescue	SIRT5 inh	ARNT-TACC3 inh	EWS-Fli inh
CCN(CC)c1ccc(C(=C2C=CC(=[N+](CC)CC)C=C2)c2ccc(S(=O)(=O)O)cc2S(=O)(=O)[O-])cc1	30	43	16	-1	-7	37	-37
CCCn1c(SCC(=O)N2CCCCC2)nnc1-c1ccccn1	x	2	-3	1	-10	x	4
CCN1C(=O)c2ccccc2Sc2ccc(C(=O)NCCCN(CC(C)C)CC(C)C)cc21	5	-20	-2	2	5	-5	23
CC(=O)NC[C@H]1[C@H](c2ccc(-c3ccccc3F)cc2)[C@@H](CO)N1C(C)=O	-6	-17	3	2	-2	-6	-10
CCN1Cc2c(/C=C/c3ccccc3)nc3ccc(OC)cc3c2N(c2cccc(Cl)c2)C1	7	18	0	-2	-1	-5	u
CCN(CC)c1ccc(/C=N/NC(=O)C(O)c2ccccc2)cc1 (centres undefined)	-15	-8	3	x	-3	-1	-203
Nc1ccc(-c2cc3ccccc3c(=O)o2)cc1	-13	-14	-1	67*	x	-6	64*
COc1ccc(NC(=O)N(C)C[C@H]2Oc3ccc(NS(=O)(=O)c4ccc(OC)cc4)cc3C(=O)N([C@@H](C)CO)C[C@@H]2C)cc1	-6	-24	-1	7	-1	3	2
Cc1onc(-c2ccccc2)c1C(=O)NC1CCC(C)CC1 (centres undefined)	x	-12	0	1	-1	-6	13
Cc1cccc(N/N=C2/COC(C)(C)CC2=O)c1	-87	-181	-2	0	4	2	-67
CN(C)S(=O)(=O)c1ccc(N2CCCC2)c(C(=O)NNC(=O)c2ccc(F)cc2)c1	5	-2	1	u	0	-1	-1
COCCCNc1c2c3c(cccc3[nH]c1=O)C(=O)c1ccccc1-2	13	1	-36	-17	5	14	u
Cc1cccc(NC(=O)NC2CCCCCCC2)c1	-72	x	0	u	0	-1	-79
Cc1cc(C)cc(NC(=S)NC2CC3CCCC(C2)N3C2CC2)c1 (centres undefined)	12	-23	x	-7	0	0	-4
CC(C)(O)C(=O)N/N=C\c1ccc(OC/C=C/c2ccccc2)cc1	-70	-174	-4	2	1	-5	x
O=C(Cc1ccccc1)N1CC(=O)N2[C@@H](CO)[C@@H](c3ccc(Br)cc3)[C@@H]2C1	0	x	1	6	0	x	5

# Continued.
SMILES,LGR2 inh,PAX8 inh HTS,Casp6 inh,DENV2 CPE rescue,SIRT5 inh,ARNT-TACC3 inh,EWS-Fli inh
COc1ccc(CNC(=O)CN2C(=O)c3ccc([N+](=O)[O-])cc3C2=O)cc1,-2,-13,2,-5,-1,7,7
COCC#Cc1ccc2c(c1)O[C@H](CN(C)C(=O)CC1CC1)[C@@H](C)CN([C@@H](C)CO)S2(=O)=O,7,x,2,u,-1,2,12
COC(=O)C1=C(\O)CCCC/C=C\1C(=O)O,-6,1,0,3,-2,18,0
C[C@H](NC(=O)[C@@H]1N[C@@H]2c3ccc(-c4ccc(C(=O)N(C)C)cc4)c(=O)n3C[C@@H]2[C@H]1CO)c1ccccc1,2,7,-1,16,-48,-2,0
Cn1c(CN2CCN(S(C)(=O)=O)CC2)nc2cc([N+](=O)[O-])ccc21,-9,20,0,2,0,-1,16
O=C(COc1ccc([N+](=O)[O-])cc1Cl)NCCc1ccccc1,6,-17,x,x,x,1,x
CCOC(=O)c1cn[nH]c1NC(=S)Nc1ccc(OC)cc1,x,-80,-3,-1,-4,-2,21
COC(=O)c1ccc(CN2CCC(Oc3cccc(C(=O)N4CCOCC4)c3)CC2)cc1,12,10,-7,1,-3,-4,3
COc1ccccc1N1CCN(C2CC(=O)N(c3cccc(Cl)c3)C2=O)CC1 (centres undefined),-1,-4,-10,-2,3,30,4
Cc1cc(C)c(NC(=O)c2ccc(S(=O)(=O)N(C)C)cc2)c(C)n1,6,x,2,12,-4,-29,3
O=c1[nH]c(=O)n2ncnc2[nH]1,x,-7,-5,0,-4,x,-2
COc1ccc(NS(=O)(=O)c2cc(NC(=O)C3CC3)ccc2N2CCCCC2)cc1,31,13,3,1,1,4,-1
CCC(=O)N1[C@H](CO)[C@H](c2ccc(-c3cccc(OC)c3)cc2)[C@H]1CNC(C)=O,-1,x,0,-7,-1,x,x
CCOc1ccc(NC(=O)c2cc(OC)nc3ccccc23)cc1,-17,33,-1,1,-2,-5,42
CCCC(=O)N1CC2(C1)CN(C(=O)C1CC1)[C@@H](CO)c1[nH]c3cc(OC)ccc3c12,18,-9,-3,-9,-1,x,0
COCCNC(=S)N/N=C(\C)c1ccc(OC)cc1,-27,-1,3,-3,-1,5,-1
CSCCC(C(=O)NCc1ccccc1)n1c(C2CCN(C(C)=O)CC2)nc2ccccc21 (centres undefined),-10,19,-5,-9,x,x,-5
Fc1ccccc1NC(=S)N1CCCCC1,9,2,2,-1,-2,-9,-4
COc1ccc(C(=N/O)/C(=N/O)c2ccc(OC)cc2)cc1,-4,x,2,14,1,-1,11
Cc1cc(C(=O)Nn2cnc3ccccc3c2=O)ccc1[N+](=O)[O-],7,0,0,0,0,1,-11
CO[C@H]1CC[C@@H]2CCN(C)C(=O)[C@@H](C)[C@@H](OC)CN(C)C(=O)c3cc(C#N)ccc3OC[C@@H]1O2,-13,2,-51,-7,-1,-5,-2
O=C(O)CNS(=O)(=O)c1ccc2c(c1)C(=O)c1cc(S(=O)(=O)NCC(=O)O)ccc1-2,-1,8,3,12,3,-1,10
C=CCNC(=S)NCC,-3,-8,-4,2,-2,x,-5

# The order is random. Share with any hit: about 4.9%.
